RECQ1 inh: inhibitors of human RECQ1 DNA helicase; P46063; RECQ1 DNA unwinding, red fluorescence kinetic read; Potency, µM (highest dose often 57.3 µM), for inactives: at the top dose activity, negative = inhibition, hits mostly inhibitors; 240,000 tested, 0.54% active; AID 2549;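 also: plate controls were vehicle for no effect and no enzyme for full effect; nearly all actives have a fitted effect of over 30% in size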
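50 nM RECQ1T1 preincubated 15 min with compound in Tris pH 8.0 buffer with MgCl2, DTT, Tween-20 and 2.5 ug/ml poly(dI-dC); started with 200 nM TAMRA/BHQ-2 forked duplex and 2 mM ATP. Unwinding read as fluorescence (525/598 nm), two reads 2 h apart.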
L3MBTL1 inh: blocks human L3MBTL1; AlphaScreen L3MBTL1–H3K9me1 peptide binding; Q9Y468; AID 485360; 230,000 tested, 0.66% active; Potency, µM (series often up to 57.1 µM), inactives show top-dose activity, negative = inhibition, most hits filed as inhibitors; also: % is scaled to controls: 0 for no effect and ±100 for the full control effect; nearly all actives have a fitted effect of over 60% in size
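L3MBTL1 50 nM + b-AHA-H3(1-15)K9me1 75 nM, 30 min RT; compound added, 30 min RT; streptavidin donor/Ni-chelate acceptor beads 10 ug/mL each final, 30 min RT dark; AlphaScreen read.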
Tau fibril FP: inhibitors of human tau fibril formation. P10636. K18 P301L tau heparin fibrillization, Alexa594 FP, 6 h. Potency, µM (doses to about 57.7 µM), for inactives: at the top dose activity, negative = inhibition, actives largely listed as inhibitors. 280,000 tested, 0.39% active. AID 1468; also: % is scaled to controls: 0 for no effect and ±100 for the full control effect; nearly all actives have a fitted effect of over 55% in size
Target sequence (P10636 561-689 P618L limits assumed): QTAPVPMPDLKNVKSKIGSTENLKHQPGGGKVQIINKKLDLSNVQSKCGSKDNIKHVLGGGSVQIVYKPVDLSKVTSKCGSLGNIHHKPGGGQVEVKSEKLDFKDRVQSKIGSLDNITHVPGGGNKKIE
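Steps: dispense K18 P301L tau (15 uM plus 0.24 uM Alexa 594 tracer, final) in pH 7 sodium acetate; add compound; add heparin (20 uM final); incubate 6 hr, 37 C; add ThT (30 uM final); after 1 hr ambient, read FP.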
TRb-SRC2 inh: disrupts binding of human TR beta to SRC2; P10828; TRbeta-SRC2 peptide binding, fluorescence polarization; receptor liganded with 1 µM T3; Potency, µM (highest dose often 106 µM), for inactives: at the highest dose activity change, negative = inhibition, most hits filed as inhibitors; 280,000 tested, 0.065% active;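 also: plate controls were bound peptide for no effect and peptide without receptor for full effect; nearly all actives have a fitted effect of over 50% in size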
Target sequence (P10828 whole entry, looked up): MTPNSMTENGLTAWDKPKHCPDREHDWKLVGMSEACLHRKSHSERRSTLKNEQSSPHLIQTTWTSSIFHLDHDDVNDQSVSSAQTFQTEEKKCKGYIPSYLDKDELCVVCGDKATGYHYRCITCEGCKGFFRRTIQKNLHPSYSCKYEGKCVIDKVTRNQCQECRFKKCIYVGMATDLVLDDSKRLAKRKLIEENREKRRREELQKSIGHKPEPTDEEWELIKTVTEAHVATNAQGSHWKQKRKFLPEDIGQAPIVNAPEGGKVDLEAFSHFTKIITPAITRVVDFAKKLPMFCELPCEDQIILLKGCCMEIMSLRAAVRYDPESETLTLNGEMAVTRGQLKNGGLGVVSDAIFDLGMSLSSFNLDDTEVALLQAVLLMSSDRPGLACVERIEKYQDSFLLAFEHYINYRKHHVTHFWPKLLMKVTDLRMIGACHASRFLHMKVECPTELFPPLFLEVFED
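Each compound concentration gave % activity, normalized to unbound and bound Texas Red SRC2 controls, from polarization read after 5 hr ambient incubation with T3-loaded human TRb LBD.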
Tau ThT inhib: tau fibrillization inhibition (ThT binding). 270,000 tested, 2.1% active. recombinant tau K18 P301L, heparin-induced fibrillization, ThT fluorescence. P10636. Potency, µM (top dose mostly 57.4 µM), for the others: top-dose activity, negative = inhibition, hits mostly inhibitors; also: % is scaled to controls: 0 for no effect and ±100 for the full control effect; nearly all actives have a fitted effect of over 55% in size
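Fibril formation assay: tau K18 P301L at 15 uM with trace Alexa 594 label, heparin inducer 20 uM, pH 7 sodium acetate buffer, 37 C for 6 hr; endpoint ThT signal.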
TexasRed fluor: counter-screen for TRb-SRC2 inhibitors: fluorescence interference; TRb/SRC2 Texas Red total fluorescence interference; Potency, µM (highest dose often 106 µM), inactives show top-dose fluorescence change, negative = quenching; 280,000 tested, 0.29% active; AID 1479; active = well fitted curve in either direction with a large enough effect; inconclusive = small, poorly fitted or top-dose-only effect; also: % is scaled to controls: 0 for no effect and ±100 for the full control effect
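Flags fluorescent or light-absorbing compounds by total fluorescence, S + 2P, at 555 nm excitation and 632 nm emission. Mixture: 20 nM Texas Red SRC2 peptide, 0.6 uM human TRb LBD, 1 uM T3, 5% DMSO; compound exposure 5 h at ambient temperature.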
Tau fluor counter: counter-screen for tau fibril formation inhibitors; Potency, µM (top dose mostly 57.7 µM), for inactives: at the top dose activity change, negative = decrease; 280,000 tested, 0.93% active; tau K18 P301L (four-repeat tau fragment) Alexa594 fluorescence, heparin fibrillization; also: % is scaled to controls: 0 for no effect and ±100 for the full control effect; nearly all actives have a fitted effect of over 55% in size
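Human K18 P301L tau (15 uM unlabeled plus 0.24 uM Alexa 594-labeled, final) in 100 mM sodium acetate pH 7 was mixed with compound and 20 uM heparin and incubated 6 hr at 37 C.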
HTT cytoprotect: Huntington cell model cytoprotection by ATP luminescence; PC12 HTT-Q103 induced, cytoprotection, ATP luminescence, 40 h; Potency, µM (highest dose often 56.4 µM), without a hit: cytoprotection (ATP increase), actives largely listed as activators; 230,000 tested, 0.14% active; AID 1471;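 also: % of control where 0% means no effect; nearly all actives have a fitted effect of over 45% in size; toxic huntingtin expression switched on by the ecdysone agonist tebufenozide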
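Cells were plated at 1500 per well in phenol red-free DMEM with 5% equine and 5% calf serum. Tebufenozide (100 nM final) and compounds were added, then ATPlite reagent, and luminescence was read.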
Active calls of the source: *; i = inactive; ? = inconclusive; . = no result given; [ ] = remark or other dose. Unless noted, calls follow the shape of the dose curve; as a rule, active = well fitted curve in the direction sought with a large enough effect; inconclusive = small, poorly fitted or top-dose-only effect, or another doubt; inactive = no such curve, though single readings can be large; an effect the other way counts as inactive or inconclusive. Potency is read from the fitted curve at half-maximal effect. Only part of the results is shown. The share of hits here may be higher or lower than overall.

SMILES	RECQ1 inh	L3MBTL1 inh	Tau fibril FP	TRb-SRC2 inh	Tau ThT inhib	TexasRed fluor	Tau fluor counter	HTT cytoprotect
CCOc1ccc(C(=O)COC(C)=O)cc1	i	3%	7%	1%	-15%	2%	-8%	7%
COc1cccc(C(=O)COc2cccc(NC(=O)c3ccco3)c2)c1	i	-8%	-6%	9%[53 µM]	?	-1%[53 µM]	-28%	-12%[10 µM]
CCc1noc(-c2ccc(N3CCC(C)CC3)c([N+](=O)[O-])c2)n1	.	.	-8%	7%	0%	-3%	-24%	.
Cc1sc(NC(=O)CCC(=O)O)c(C(N)=O)c1-c1ccccc1	i	5%	9%	-5%	3%	-5%	1%	.
Cc1ccc(S(=O)(=O)n2nc(C)cc2N)cc1	i	-2%	?	1%	2%	-1%	-4%	13%[10 µM]
COC(=O)c1ccc(CSc2nc(C)nc3c2c(=O)n(C)c(=O)n3C)o1	1%	36%[activator]	0%	3%	-4%	1%	-2%	-7%[10 µM]
CCOC(=O)C1=C(N)OC2=C(C(=O)CC(C)(C)C2)C1c1ccccc1OCC#N (centres undefined)	0%	.	0%	1%	-19%	-6%	-10%	-14%
C/C(=N/NC(=O)c1ccoc1C)c1cccc(NC(=O)C(F)(F)F)c1	-4%	4%	-9%	-4%	0%	2%	-1%	5%[0.074 µM]
COc1ccc(CN2C(=S)NC(C)(C)CC2(C)O)cc1 (centres undefined)	-1%	-1%	10%	3%	5%	-1%	13%	17%[10 µM]
COc1ccc2c(c1OC)C(=O)OC2Nc1nc(-c2ccccc2)cs1 (centres undefined)	-2%	9%	32µM*	4%	18µM*	1%	?	-44%[10 µM]
CCc1ccc(NS(=O)(=O)c2c(-c3ccccc3)csc2C(=O)OC)cc1	.	.	-8%	0%	-9%	1%	-23%	.
CN1C(=S)N(c2cccnc2)C(=O)/C1=C\c1ccc(N(C)C)cc1	i	-18%	2%	4%	4µM*	6%	?	-4%[10 µM]
O=c1nc2scc(-c3ccccc3)n2c2ccccc12	-3%	1%	-7%	-2%	-2%	-1%	-1%	-34%[10 µM]
O=C1c2ccccc2C(Nc2ccc(S(=O)(=O)N3CCCCC3)cc2)N1c1ccccn1 (centres undefined)	-4%	39%[activator]	11%	3%	?	-4%	?	18%[10 µM]
CC(NC(=O)c1ccccc1NS(C)(=O)=O)c1ccccc1 (centres undefined)	0%	3%	-8%	1%	1%	0%	-1%	12%[0.074 µM]
Cc1cc(Cl)ccc1OCC(=O)NCc1ccncc1	1%	3%	-3%	1%	-10%	2%	-4%	-10%
Cn1c(NNC(=O)c2c(F)cccc2F)cc(=O)n(C)c1=O	i	.	-2%	?	.	-9%	-3%	-9%[10 µM]
Cc1cc(C)c(C(=O)C2OC(=O)C(C)(C)C(=O)C2(C)C)c(C)c1 (centres undefined)	i	.	-1%	3%	-21%	0%	-18%	4%
O=C(Nc1ccccc1)N(Cc1cccs1)c1ccc(Cl)cc1	.	.	-7%	-14%	-17%	?	-22%	.
COc1ccc(OC)c(CCNC(=O)c2csc3c2CCCCC3)c1	.	.	4%	-1%	?	-14%	-26%	.
NS(=O)(=O)c1ccc(NC(=S)Nc2nn(Cc3ccc(Cl)cc3Cl)cc2Cl)cc1	i	-6%	3%	1%	-3%	-1%	-12%	0%[0.074 µM]
O=C(Nc1ccc(F)cc1)N(CCCN1CCOCC1)Cc1cc2cc3c(cc2[nH]c1=O)OCO3	-5%	-27%	-8%	-3%	-7%	1%	-6%	-20%[10 µM]
COc1ccc(NC(=O)CC2C(=O)N(C)C(=S)N2Cc2cccs2)cc1 (centres undefined)	0%	4%	-7%	1%[53 µM]	10%	-1%[53 µM]	-2%	1%[10 µM]
CCCc1nc2c(c(=O)c3ccccc3n2C)c(=O)n1C1CCCCCC1	8%	-1%	9%	-4%	-16%	3%	0%	-53%[inhibitor][10 µM]
CN(C)S(=O)(=O)c1cccc(NC(=O)COC(=O)COc2ccc(Br)cc2)c1	i	.	-16%	-5%	-7%	-2%	-29%	13%[10 µM]
COC(=O)c1nc2cc3c(cc2c(C)c1C(=O)OC)OCO3	i	-4%	6%	1%	-6%	1%	-2%	-7%
CCOc1ccc(C2CC(=O)c3c([nH]c(C(=O)OCc4ccccc4)c3C)C2)cc1 (centres undefined)	.	.	2%	-7%	-9%	-1%	4%	.
CN(C)CCN(C(=O)/C=C/c1cccs1)c1nc2c(F)cc(F)cc2s1	-6%	-1%	-8%	-6%	-13%	0%	-6%	.
CC(C)(C)C(=O)Nc1ccc(NC(=O)C(C)(C)C)cc1	-3%	37%[activator]	5%	-5%	-7%	-4%	-14%	5%[10 µM]
COc1ccc(NC(=S)Nc2cccc(C)n2)cc1	-1%	-12%	-12%	-4%	1%	0%	1%	4%[10 µM]
CC(=O)N(C)C1(c2nnnn2CCOC(=O)Nc2ccc(Cl)cc2)CCCCC1	-7%	-4%	1%	-8%	1%	-1%	-1%	-7%
CC1CCCCN1C(=O)CN1CCC(c2nc3ccc(Cl)cc3[nH]2)CC1 (centres undefined)	-8%	1%	8%	-4%[53 µM]	-11%	-2%[53 µM]	-8%	2%[10 µM]
Cc1cc(C(=O)Nc2ccc(Cl)cc2)c2c(C)nn(-c3ccccc3)c2n1	.	.	?	3%	-3%	-1%	-27%	.
Clc1ccc(C2=NNC(=NCc3ccccc3)SC2)cc1	-7%	-9%	-3%	0%	0%	0%	-2%	1%[10 µM]
COc1cc(OC)c(NC(=O)C2=C(C)C(=O)OC23CCCCCC3)cc1Cl	.	.	-3%	5%	-2%	9%	-26%	.
Cc1cc(C)cc(NC(=O)CSc2ccccc2)c1	1%	12%	-10%	5%	-7%	0%	-17%	4%[10 µM]

Part of the list above, with bars between the fields:
mol | RECQ1 inh | L3MBTL1 inh | Tau fibril FP | TRb-SRC2 inh | Tau ThT inhib | TexasRed fluor | Tau fluor counter | HTT cytoprotect
COc1ccc(NC(=S)Nc2cccc(C)n2)cc1 | -1% | -12% | -12% | -4% | 1% | 0% | 1% | 4%[10 µM]
CC(=O)N(C)C1(c2nnnn2CCOC(=O)Nc2ccc(Cl)cc2)CCCCC1 | -7% | -4% | 1% | -8% | 1% | -1% | -1% | -7%
CC1CCCCN1C(=O)CN1CCC(c2nc3ccc(Cl)cc3[nH]2)CC1 (centres undefined) | -8% | 1% | 8% | -4%[53 µM] | -11% | -2%[53 µM] | -8% | 2%[10 µM]
Cc1cc(C(=O)Nc2ccc(Cl)cc2)c2c(C)nn(-c3ccccc3)c2n1 | . | . | ? | 3% | -3% | -1% | -27% | .

The list goes on.
SMILES	RECQ1 inh	L3MBTL1 inh	Tau fibril FP	TRb-SRC2 inh	Tau ThT inhib	TexasRed fluor	Tau fluor counter	HTT cytoprotect
CCN(CCCNC(=O)C1CCN(S(=O)(=O)CC)CC1)c1ccccc1	-2%	.	4%	-12%	-11%	0%	-5%	7%
CSc1ccccc1NC(=O)CN(C)Cc1ccc(Br)cc1	i	39%[activator]	10%	3%	-9%	2%	2%	14%[10 µM]
CCSc1nnc(NC(=O)NC(C)(C(F)(F)F)C(F)(F)F)s1	0%	6%	-2%	2%	-4%	-1%	-12%	.
Cc1cc(C)cc(NC(=O)NCC(O)COc2ccc([N+](=O)[O-])cc2)c1 (centres undefined)	-1%	-28%	-9%	8%	?	0%	?	8%[10 µM]
CCOC(=O)c1[nH]c2ccc(F)cc2c1NC(=O)CCN1CCOCC1	-2%	6%	-2%	-3%	1%	0%	2%	.
N#C/C(=C\c1cccnc1)C(=O)Nc1cccc2ccccc12	4%	3%	3%	-4%	11%	-6%	5%	-13%[10 µM]
CC1(C)Cc2c(c(-c3ccco3)[nH]c(=O)c2C#N)CO1	i	-16%	3%	-4%	-3%	0%	3%	?
CCn1c(=O)cc(OCC(=O)NCc2ccco2)c2ccccc21	?	-15%	7%	-5%	-18%	-5%	-6%	5%
CC(=O)c1ccccc1C(=O)NCc1cccnc1	-2%	2%	2%	6%[53 µM]	6%	0%[53 µM]	12%	21%[10 µM]
CC(=O)c1ccc(Nc2cc(C)nc3c(C)cc(C)cc23)cc1	i	13%	8%	-5%	-12%	3%	-16%	-19%[10 µM]
COc1cc2[nH]c(=O)n(Cc3ccc(C(=O)NCCCN4CCC(C)CC4)cc3)c(=O)c2cc1OC	-2%	.	-2%	1%	-12%	-2%	-5%	-23%[10 µM]
CC(/C=N/NC(=O)c1cc(-c2ccc(Cl)cc2)nc2ccccc12)=C\c1ccco1	-15%	.	-4%	4%	-10%	-2%	-23%	-85%[inhibitor]
O=C(c1c[nH]c2ccc(F)cc2c1=O)N1CCCCCC1	4%	7%	-1%	13%	15%	1%	10%	-3%[1.9 µM]
CCC(=O)C1=C(c2cccc(OC)c2)N(C(=O)CC)n2c(nnc2C2CCCCC2)S1	.	.	-10%	-8%	?	-1%	-16%	.
CCN1CCN(CCCNc2ncnc3nc[nH]c23)CC1	8%	6%	-3%	1%	-5%	0%	2%	3%[10 µM]
CCOc1ccc(C(C)NC(=S)NC2CCCCC2)cc1 (centres undefined)	i	8%	3%	2%	-5%	0%	-17%	9%[10 µM]
O=C(Nc1ccc(N2CCOCC2)cc1)c1cc2ccccc2o1	-8%	-17%	2%	1%	5.6µM*	-9%	-27%	-20%[10 µM]
COc1cccc(N2CCN(C(=O)c3cc4c(=O)n(Cc5cccs5)ccc4nc3C)CC2)c1	.	.	7%	-1%	-18%	-2%	-16%	.
Cc1c(Cl)cccc1NC(=S)/C(=C(\[O-])c1ccc(Cl)s1)[n+]1ccccc1	-4%	-17%	2%	0%[53 µM]	2%	0%[53 µM]	4%	-20%[10 µM]
CCn1c(-c2cccnc2Cl)nc2cc(C)c(C)cc21	i	0%	-1%	-4%	0%	-3%	2%	-25%
CCOC(=O)c1c(N2C(=O)C3CC(C)=C(C)CC3C2=O)sc(C)c1C (centres undefined)	i	.	-1%	7%	-7%	-2%	1%	-6%

Screening data deposited in PubChem by National Center for Advancing Translational Sciences (NCATS).
